Screens as filed in PubChem BioAssay.
Cneo AK release = Cryptococcus neoformans lysis via adenylate kinase release; hit rate 0.2% among 360,000; AID 651654; C. neoformans lysis, adenylate kinase release luminescence, 4 h; normalised: neutral wells 0, clomiphene wells 100; lysis activity, % at 15 µM;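 active = mean lysis activity across replicates of at least 80%, whatever share of replicates individually reach that level; inactive = mean lysis activity below 80%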
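Material: C. neoformans cells | Amount: Yeast cell density of 5 × 10^6 cells/mL | Medium: Fresh YPD growth medium | Dosing: Single dose | Times: Static 4 h at 37 °C with compound, 1 h detection | Detection: AK luminescence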
PglD inh = PglD (C. jejuni) enzyme inhibition; purified PglD enzyme, DTNB colorimetric CoA detection; inhibition, % at 12.5 µM; hit rate 0.098% among 360,000; AID 602405; in the data active = inhibition above about 16%, passing the limit was not always enough; also: strong numbers were not always called active
miR-122 sensor = blocks miR-122 activity in Huh7 sensor cells. Huh7 miR-122 Renilla luciferase sensor, 48 h; neutral wells = 0, positive control = 100. activation (reporter increase), % at 12.5 µM. hit rate 0.3% among 340,000;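 active = mean replicate activation score at least 90 and every replicate individually at or above 90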;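 also: higher luciferase means less miR-122 activity so hits act as miR-122 inhibitors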
RAD54 branch = inhibitors of human RAD54 branch migration; inhibition, % at 10.4 µM; hit rate 0.14% among 360,000; RAD54 Holliday junction branch migration, FAM/BHQ fluorescence;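 active = mean normalized replicate activity at least 40 and at least half of replicates scoring 40 or more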;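 also: 0% = median of neutral control wells and 100% = median of positive control wells; inhibitors cause a drop in the FAM fluorescence signal; in these data hits start at about 50%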
PGC1a acetyl inh = modulators of PGC1a acetylation; U2OS PGC1a acetylation, AlphaScreen anti-acetyl-lysine; with virally co-expressed GCN5 acetyltransferase; inhibition, % at 15.6 µM; hit rate 0.17% among 350,000;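 active = every replicate shows inhibition of at least 40%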;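 also: 0% = neutral control wells and 100% = positive control wells; some results beyond the cut were filed as inactive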
E-selectin induc = induces E-selectin expression in human endothelial cells; AID 686992; P16581; activation, % at 7.58 µM; hit rate 0.37% among 260,000; HUVEC E-selectin immunofluorescence imaging; normalized: neutral wells 0, TNF-alpha wells 100;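 active = mean E-selectin-positive cell signal at least 10% of the positive control, reached in at least 60% of replicates, without over 20% cell loss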;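 also: in these data hits start at about 27%; measured in HUVEC primary endothelial cells; signal is the percent of cells scored E-selectin positive by PE staining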
Target sequence (P16581 whole entry, looked up): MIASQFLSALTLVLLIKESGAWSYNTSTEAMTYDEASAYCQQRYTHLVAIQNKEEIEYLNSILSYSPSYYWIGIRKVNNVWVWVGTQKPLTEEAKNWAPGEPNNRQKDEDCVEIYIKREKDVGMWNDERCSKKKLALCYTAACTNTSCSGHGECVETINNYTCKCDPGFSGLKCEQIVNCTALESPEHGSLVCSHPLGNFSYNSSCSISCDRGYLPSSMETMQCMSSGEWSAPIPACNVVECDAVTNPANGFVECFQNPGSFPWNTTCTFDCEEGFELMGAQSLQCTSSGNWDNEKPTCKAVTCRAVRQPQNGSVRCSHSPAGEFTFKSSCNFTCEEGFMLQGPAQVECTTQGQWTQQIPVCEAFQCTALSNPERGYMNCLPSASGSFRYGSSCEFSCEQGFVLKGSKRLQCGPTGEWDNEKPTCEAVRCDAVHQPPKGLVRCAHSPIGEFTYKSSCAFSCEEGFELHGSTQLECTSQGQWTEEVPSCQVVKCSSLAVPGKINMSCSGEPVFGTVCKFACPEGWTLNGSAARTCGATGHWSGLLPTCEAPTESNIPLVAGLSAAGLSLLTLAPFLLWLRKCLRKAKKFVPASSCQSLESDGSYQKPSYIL
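Test system – human umbilical vein endothelial cells (HUVEC), E-selectin induction · Input – 3,000 HUVEC seeded per well · Buffer or medium – EGM-2, gelatin · Compound dosing – single-point compound dose · Detection – immunofluorescence imaging · Measure – percent E-selectin-positive cells · Controls – TNF-alpha high, DMSO low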
RAD52 anneal inh = inhibitors of human RAD52 DNA annealing | AID 651710 | hit rate 0.46% among 360,000 | recombinant RAD52 DNA annealing, FRET fluorescence | inhibition, % at 18.7 µM | P43351;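 active = every replicate showing at least 50% inhibition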
Target sequence (P43351 whole entry, looked up): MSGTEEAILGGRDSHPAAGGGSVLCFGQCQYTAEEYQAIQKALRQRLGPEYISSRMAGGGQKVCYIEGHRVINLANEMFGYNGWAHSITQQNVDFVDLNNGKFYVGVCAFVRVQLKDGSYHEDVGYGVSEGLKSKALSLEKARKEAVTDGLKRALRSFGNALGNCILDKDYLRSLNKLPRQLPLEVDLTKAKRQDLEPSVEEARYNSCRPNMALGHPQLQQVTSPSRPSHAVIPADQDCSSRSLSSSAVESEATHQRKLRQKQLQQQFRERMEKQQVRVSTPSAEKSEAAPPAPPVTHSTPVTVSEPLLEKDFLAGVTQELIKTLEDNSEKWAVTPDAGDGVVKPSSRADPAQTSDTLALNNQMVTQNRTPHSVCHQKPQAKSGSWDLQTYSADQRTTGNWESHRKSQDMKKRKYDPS
ERAP1 inh = blocks human ERAP1 aminopeptidase activity; Q9NZ08; hit rate 0.15% among 340,000; AID 652197; inhibition, % at 10.7 µM; recombinant ERAP1, Leu-AMC fluorescence, 60 min;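 active = mean replicate inhibition of at least 30%, or all replicates individually reaching that 30% level; inactive = mean below 30% and not every replicate reaching it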;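 also: 0% = neutral control wells and 100% = L-leucinethiol positive control wells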
* hit, by the source's call; nt = not tested or not shown; [ ] = another dose, or the depositor's remark.

SMILES	Cneo AK release	PglD inh	miR-122 sensor	RAD54 branch	PGC1a acetyl inh	E-selectin induc	RAD52 anneal inh	ERAP1 inh
CCn1c(O)c(N=NC(=O)c2ccc(CSc3nncn3C)cc2)c2ccccc21	-1	-4	3	11	-12	nt	nt	nt
O=C(CN1CCN(S(=O)(=O)c2ccc3ccccc3c2)CC1)N1CCc2ccccc2C1	-2	1	-7	-17	-6	nt	nt	nt
CCOc1nc(CC)nc(NC(=O)NS(=O)(=O)c2ccccc2Cl)n1	2	1	-4	-13	13	nt	nt	nt
O=C(Nc1ccc(-c2nc3cccnc3s2)cc1)c1ccc(Br)o1	-2	0	nt	0	nt	1.9	-65	3
O=C(CC(c1ccccc1)C1CCCCC1=O)c1ccccc1 (configuration not stated)	nt	nt	-2	nt	nt	-0.2	-10	3
Cc1noc(C)c1COC(=O)CCCOc1ccc(Cl)cc1Cl	-2	-2	-2	2	nt	nt	nt	nt
COc1ccc(S(=O)(=O)N(C)C[C@@H]2OCCCC[C@@H](C)Oc3ccc(NC(=O)CCCCCC(=O)Nc4ccccc4N)cc3C(=O)N([C@H](C)CO)C[C@@H]2C)cc1	-1	0	-11[16.7 µM]	0	-2	-0.2	nt	nt
OCC1(CO)COC(CCc2ccccc2)=N1	4	2	3	-7	0	-0.3	-9	0
CCCn1cnnc1CNC(=O)[C@H]1O[C@@H](n2ccc(=O)[nH]c2=O)[C@H](O)[C@@H]1O	3	-1	1	3	17	-0.1	-7	5
CCN1CCN(C(=O)c2cc(COc3ccc4ncccc4c3)on2)CC1	2	-10	-4	7	7	-0.1	-11	5
CCCNC(=O)N(C)C[C@@H]1Oc2cc(C#CCC(C)C)ccc2S(=O)(=O)N([C@H](C)CO)C[C@H]1C	-1	-2	26[16.7 µM]	-3	7	0.7	18	0
CCOCCn1c(CN2CCc3ccccc3C2)nc2c1c(=O)n(C)c(=O)n2C	nt	nt	nt	nt	6	-0.5	-8	1
COc1ccc(-n2c(C)csc2=S)cc1	4	9	4	-2	-2	nt	nt	nt
Cc1ccccc1N1CC2=C(C1=O)C(c1ccccc1)NC(=O)N2C (configuration not stated)	4	-1	6	-5	0	0.1	-8	-1
COc1ccc(S(=O)(=O)Nc2ccc3c(c2)C(=O)N([C@H](C)CO)C[C@H](C)[C@@H](CN(C)S(=O)(=O)c2ccc(C)cc2)OCCCC[C@@H](C)O3)cc1	-4	-3	0[16.7 µM]	-4	4	nt	-19	0
Cc1cnc(C(=O)NC2CC(C)(C)Cc3c2cnn3-c2cccc(F)c2)cn1 (configuration not stated)	-1	-1	-1	-3	8	nt	1	11
C/C(=N\NC(=O)CNC(=O)c1cccs1)c1ccc(Cl)c(Cl)c1	4	-4	2	-2	-4	nt	-19	1
CNc1ccc(Cl)nn1	-1	0	4	8	-6	nt	8	-2
Cc1nn(CC(=O)NCc2ccc(OC(C)C)cc2)c(=O)c2cc(-c3ccccc3)nn12	-2	-2	-6	-3	-6	nt	nt	nt
CN1CCN(CC(=O)Nc2cc(N(C)C)nc3ccccc23)CC1	nt	nt	-4	nt	0	10	27	-2
O=C(O)c1cccnc1SCc1cccc(Br)c1	1	2	-2	-3	nt	0.9	-22	0
O=C(Nc1ccc(CSc2ccccc2)cc1)c1ccco1	-15	-4	0	15	2	0.2	-13	-1
Cc1cc2c(cc1S(=O)(=O)CCC(=O)N(C)C1CCCCC1)OCC(=O)N2	1	-1	-6	-3	3	nt	-7	3
CN(C)C(=O)c1ccc(-c2ccc3c(c2)[C@H]2[C@H](CCN2Cc2ccc4c(c2)OCO4)[C@@H](CO)N3)cc1	27	-2	-15[16.7 µM]	-1	0	0.1	-74	0
COC(=O)c1ccccc1S(=O)(=O)N1CCC(C(=O)NCc2ccco2)CC1	0	-6	-3	3	1	0.2	-13	-3
Cc1ccc2nc(NC(=O)CSc3nc(=O)n(CCCN(C)C)c4c3CCC4)sc2c1	0	2	0	-11	-12	nt	-5	1
CCOc1ccccc1NC(=O)CSc1ccccc1	3	3	-7	-8	nt	nt	nt	nt
CO[C@H]1CN(C)C(=O)c2ccc(NC(=O)Nc3ccc4c(c3)OCO4)cc2OC[C@@H](C)NC[C@H]1C	0	4	nt	-11	1	0.0	-71	nt
CCN(CC)c1ccc(N2C(=O)/C(=C\c3cccnc3)SC2=S)cc1	-2	1	2	8	-1	nt	nt	nt
CC[C@@H](C(=O)n1nc(C)cc1C)[C@H](NS(=O)(=O)c1ccc(C)cc1)c1ccccc1	4	-5	9	5	-29	nt	nt	nt
Cc1ccccc1C(=O)c1c[nH]c(C(=O)NCCCn2ccnc2)c1	-1	-6	-2	-7	11	nt	nt	nt
O=C(c1ccccc1)N1CC[C@@H]2[C@@H](CO)Nc3ccc(C#Cc4cccc(F)c4)cc3[C@@H]21	3	-2	3[16.7 µM]	-15	16	-0.6	nt	nt
COCCCn1c(SCc2nnc(-c3ccccc3)o2)nc2sc3c(c2c1=O)CCC3	3	-1	3	3	-2	nt	nt	nt
COC(=O)c1c(NC(=O)COC(=O)CNC(=O)c2cccc(OC(F)F)c2)sc(C)c1C	0	2	-3	-2	nt	-0.8	-3	-4
Cc1ccc(-n2nnnc2SCn2nnc3ccccc3c2=O)cc1	-5	0	-1	-2	3	nt	nt	nt
Cc1cc2cc(CNC(=O)c3cccc([N+](=O)[O-])c3)ccc2[nH]1	-1	8	-5	2	13	nt	6	3
CCn1c(CN2CCOCC2)nnc1SCC(=O)Nc1ccc(C(C)=O)cc1	1	4	-6	4	-2	-0.8	-10	-3
CC1(C)Cc2nc3sc(C(N)=O)c(N)c3cc2CO1	10	2	-5	-9	39	-0.1	-12	0
O=S(=O)(N[C@H]1CC[C@@H](CCn2cc(C3(O)CCCC3)nn2)O[C@H]1CO)c1ccc(Cl)cc1	-3	1	-7[16.7 µM]	12	-9	-0.9	-13	1
COCCn1nnnc1C(c1cccs1)N1CCN(c2ccccc2)CC1 (configuration not stated)	10	0	0	-1	5	nt	-7	-3

Ordered by length of the SMILES (descending): nine of the compounds above
SMILES	Cneo AK release	PglD inh	miR-122 sensor	RAD54 branch	PGC1a acetyl inh	E-selectin induc	RAD52 anneal inh	ERAP1 inh
O=S(=O)(N[C@H]1CC[C@@H](CCn2cc(C3(O)CCCC3)nn2)O[C@H]1CO)c1ccc(Cl)cc1	-3	1	-7[16.7 µM]	12	-9	-0.9	-13	1
CC[C@@H](C(=O)n1nc(C)cc1C)[C@H](NS(=O)(=O)c1ccc(C)cc1)c1ccccc1	4	-5	9	5	-29	nt	nt	nt
COC(=O)c1c(NC(=O)COC(=O)CNC(=O)c2cccc(OC(F)F)c2)sc(C)c1C	0	2	-3	-2	nt	-0.8	-3	-4
Cc1ccc2nc(NC(=O)CSc3nc(=O)n(CCCN(C)C)c4c3CCC4)sc2c1	0	2	0	-11	-12	nt	-5	1
COCCCn1c(SCc2nnc(-c3ccccc3)o2)nc2sc3c(c2c1=O)CCC3	3	-1	3	3	-2	nt	nt	nt
Cc1cc2cc(CNC(=O)c3cccc([N+](=O)[O-])c3)ccc2[nH]1	-1	8	-5	2	13	nt	6	3
COCCn1nnnc1C(c1cccs1)N1CCN(c2ccccc2)CC1 (configuration not stated)	10	0	0	-1	5	nt	-7	-3
Cc1ccc(-n2nnnc2SCn2nnc3ccccc3c2=O)cc1	-5	0	-1	-2	3	nt	nt	nt
O=C(Nc1ccc(CSc2ccccc2)cc1)c1ccco1	-15	-4	0	15	2	0.2	-13	-1

Further entries follow.
SMILES	Cneo AK release	PglD inh	miR-122 sensor	RAD54 branch	PGC1a acetyl inh	E-selectin induc	RAD52 anneal inh	ERAP1 inh
COC(=O)C[C@@H]1CC[C@H]2[C@@H](COc3ccc(NC(=O)c4cc(C)on4)cc3C(=O)N2C)O1	-1	0	2[16.7 µM]	-6	1	0.0	-8	-1
COc1ccc(NC(=O)N(C)C[C@H]2OCCCC[C@@H](C)Oc3ccc(NC(=O)Nc4ccc(C(F)(F)F)cc4)cc3C(=O)N([C@@H](C)CO)C[C@H]2C)cc1	1	0	5[16.7 µM]	3	11	0.0	19	0
CC(C)(C)NC(=O)C(c1ccncc1)N(CC1CCCO1)C(=O)Cn1nnc(-c2ccc(F)cc2)n1 (configuration not stated)	nt	nt	3	nt	12	nt	-18	-3
Cc1ccn2cc(CCNC(=O)CC(C)(C)C)nc2c1	-1	-3	-2	-1	-12	nt	nt	nt
CCOc1ccc(C(=O)NCC(=O)OCC(=O)N(C)CC(=O)Nc2ccccc2CC)cc1OCC	1	-4	nt	8	nt	0.2	-2	5
Cc1ccc(OCCn2ccnc2)c(C)c1	4	-3	nt	-10	nt	nt	0	4
CCCc1nc2oc3c(OC)ncnc3c2c2c1COC(C)(C)C2	-5	1	-2	-7	-4	nt	-3	1
Cc1cccc(C2=NN(c3ccccc3)[C@H](CO)[C@H]2c2ccc(Cl)cc2)c1	-1	-3	4	-12	4	0.3	-12	1
COc1ccc(CNC(=O)C[C@H]2C=C[C@H](NC(=O)c3cccc(F)c3)[C@H](CO)O2)cc1	0	0	nt	-1	-2	0.1	-6	1
CCN(Cc1ccccc1OC)CC1CCCN(CCc2cccc(OC)c2)C1 (configuration not stated)	0	0	nt	-6	nt	0.1	-20	2
CC(=O)OC(C(=O)NCS(=O)(=O)c1ccc(C)cc1)c1cccnc1 (configuration not stated)	-3	2	2	-23	-8	nt	nt	nt
CC(=O)Nc1ccc(S(=O)(=O)NCCC(=O)NC2CCCCCC2)cc1	nt	2	-12	-6	3	0.5	-10	1
Cc1cccc(C(=O)N2CCCC(N3CCN(c4ccccc4)CC3)C2)n1 (configuration not stated)	3	-1	-13	3	10	nt	-11	-2
Cc1ccc(S(=O)(=O)NC(=O)c2cc(C)n(CCCN3CCOCC3)c2C)cc1	4	-2	-1	-1	2	nt	nt	nt
COc1cc(-c2nc(S(=O)(=O)c3ccc(Cl)cc3)c(N(C)C)o2)cc(OC)c1OC	4	4	1	-14	-3	nt	nt	nt
COc1cccc(/C=N/N(C)C2=NS(=O)(=O)c3ccccc32)c1O	-1	3	-1	5	-4	0.0	1	-1
COc1ccc(C(=O)/C(=C/O)N=Nc2ccc(F)cc2)cc1	1	-3	1	-3	-18	nt	-13	6
C[C@@H](O)C#Cc1ccc2c(c1)O[C@@H](CN(C)Cc1ccccc1)[C@@H](C)CN([C@@H](C)CO)S2(=O)=O	-4	0	4[16.7 µM]	0	-4	-0.3	4	2
COC(=O)[C@H]1C[C@H](OC(=O)NCc2ccccc2)[C@@]2(O)CN(S(=O)(=O)c3ccc(C)cc3)CC2[C@H]1C(=O)OC (some centres not stated)	1	2	-3	1	3	nt	7	0
Cc1cc(NC(=O)CSc2ccc3nnc(-c4ccc(Cl)cc4)n3n2)no1	0	0	13	9	-29	nt	nt	nt
C[C@H](CO)N1C[C@H](C)[C@H](CN(C)Cc2ccncc2)Oc2ccc(NS(=O)(=O)c3ccc(F)cc3)cc2CC1=O	2	2	3[16.7 µM]	-3	-8	-0.2	0	-2
CC(C)(C)c1ccc(C(=O)NC(=S)N2CCOCC2)cc1	-2	5	-10	-15	-1	nt	-2	3
